# Bioassay records: PubChem, National Center for Advancing Translational Sciences (NCATS)
# GCN5L2 inh: qHTS Assay for Inhibitors of GCN5L2; 390,000 tested, 0.21% active; Histone acetyltransferase KAT2A (Homo sapiens), Q92830; Potency, µM (doses to about 58.9 µM), inactives show at the highest dose activity change, negative = inhibition, most hits filed as inhibitors; GCN5L2 HAT assay, ThioGlo1 CoA-SH fluorescence
# Target sequence (Q92830 whole entry, looked up): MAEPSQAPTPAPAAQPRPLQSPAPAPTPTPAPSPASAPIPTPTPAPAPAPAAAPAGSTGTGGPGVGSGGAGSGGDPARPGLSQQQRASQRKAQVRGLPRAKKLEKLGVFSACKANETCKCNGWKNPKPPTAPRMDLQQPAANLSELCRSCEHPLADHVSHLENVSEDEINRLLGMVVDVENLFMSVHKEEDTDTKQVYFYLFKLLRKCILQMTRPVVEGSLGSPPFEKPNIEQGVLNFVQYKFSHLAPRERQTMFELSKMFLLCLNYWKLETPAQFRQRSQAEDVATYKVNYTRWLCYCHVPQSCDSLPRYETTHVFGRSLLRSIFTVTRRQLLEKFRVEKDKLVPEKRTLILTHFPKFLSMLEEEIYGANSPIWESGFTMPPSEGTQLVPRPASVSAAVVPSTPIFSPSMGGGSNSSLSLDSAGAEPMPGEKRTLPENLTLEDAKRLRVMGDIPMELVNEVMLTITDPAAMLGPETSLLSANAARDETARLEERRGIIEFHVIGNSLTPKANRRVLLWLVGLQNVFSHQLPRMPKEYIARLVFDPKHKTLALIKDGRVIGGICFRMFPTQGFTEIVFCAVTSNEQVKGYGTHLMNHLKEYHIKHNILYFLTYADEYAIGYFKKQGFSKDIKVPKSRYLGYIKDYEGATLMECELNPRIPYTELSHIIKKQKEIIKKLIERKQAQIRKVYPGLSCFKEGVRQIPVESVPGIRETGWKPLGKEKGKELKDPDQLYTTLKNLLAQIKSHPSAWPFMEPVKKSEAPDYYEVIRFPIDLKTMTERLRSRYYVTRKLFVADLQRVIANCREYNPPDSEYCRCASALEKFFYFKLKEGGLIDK
#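 Compounds, pin-transferred from DMSO stocks, meet 20nM GCN5L2 for 15 min before the reaction begins with H3(1-25) peptide (75uM) and acetyl-CoA (70uM). Thiol-reactive ThioGlo1 reports CoA release over 20 min at room temperature.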
# TDP1 cell noCPT: qHTS for Inhibitors of human tyrosyl-DNA phosphodiesterase 1 (TDP1): qHTS in cells in absence of CPT | DT40 Tdp1-/- hTDP1 cells, no CPT, ATP luminescence, 48 h | Potency, µM (highest dose often 46.2 µM), inactives show at the highest dose activity change, negative = growth inhibition, most hits filed as inhibitors | 420,000 tested, 15% active | AID 686978, 2013; note: nearly all actives have a fitted effect of over 55% in size
#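 Cells were dispensed at 400 per well, compounds added by pin tool, plates incubated ≥48 hr at 37 °C, then CellTiter-Glo added for 30 min at room temperature before luminescence reading. Line: DT40 Tdp1-/- complemented with hTDP1; camptothecin omitted.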
# DT40 TDP1 CPT: qHTS for Inhibitors of human tyrosyl-DNA phosphodiesterase 1 (TDP1): qHTS in cells in presence of CPT; chicken DT40 Tdp1-/-;hTDP1 cells + 20 nM CPT, ATP luminescence, 48 h; Potency, µM (doses to about 46.2 µM), inactives show top-dose activity change, negative = growth inhibition, usual class: inhibitors; 420,000 tested, 12% active; AID 686979, 2013; note: nearly all actives have a fitted effect of over 55% in size
#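 Cell growth measured by CellTiter-Glo luminescence after a minimum 48 h, 37 C compound exposure with 20 nM CPT in Tdp1-knockout DT40 cells stably expressing hTDP1, seeded 400/well; qHTS titration format.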
# * hit, by the source's call; ? = inconclusive; · = no result given. Calls come from the whole dose curve; as a rule, active = well fitted curve in the direction sought with a large enough effect; inconclusive = small, poorly fitted or top-dose-only effect, or another doubt; inactive = no such curve, though single readings can be large; an effect the other way counts as inactive or inconclusive. % is set by controls: 0 for no effect and ±100 for the full control effect; potency is the fitted concentration of half-maximal effect.
1. COC(=O)[C@@]1(Cc2ccc(F)cc2)[C@H]2c3cc(C(=O)N4CCCC4)n(Cc4ccc(C(F)(F)F)nc4)c3C[C@H]2CN1C(=O)c1ccccc1
2. COc1cccc(NC(=O)c2ccc3nc(C)sc3c2)c1
3. CCOc1cc(N2CCOCC2)c(OCC)cc1NC(=O)CSc1n[nH]c(N)n1
4. N#Cc1c(SCC(N)=O)nc(-c2ccccc2)c2c1CCCC2
5. O=C(c1ccco1)N1CCC2(CCN(Cc3ccncc3)CC2)CC1
6. CCOc1ccc(N(CC(=O)OC)S(=O)(=O)c2ccc(OC)c(OC)c2)cc1
7. CCOC(=O)c1ccccc1NC(=O)c1ccc2c(Cl)c3c(nc2c1)CCC3
8. COC(=O)c1sc2ncn(CC(=O)N(C)C3CCCCC3)c(=O)c2c1C

assay / compound	1	2	3	4	5	6	7	8
DT40 TDP1 CPT	?	18µM*	5%	?	-4%	?	0%	10%
GCN5L2 inh	-7%	-8%	-4%	-2%	3%	2%	4%	-5%
TDP1 cell noCPT	?	?	-11%	?	-11%	?	2%	?

9. Cc1ccnc(NS(=O)(=O)c2ccc(NC(=O)c3ccc(C)c(C)c3)cc2)n1
10. COc1ccc(C(=O)O/N=C/c2ccc(S(=O)(=O)c3ccc(Cl)cc3)nc2)cc1
11. COc1ccccc1NC(=O)c1ccc(S(=O)(=O)N2CCCC(C)C2)cc1 (stereo unspecified)
12. COc1cc(OC)cc(C(=O)Nc2nnc(Cc3ccc(OC)c(OC)c3)s2)c1
13. O=C(COC(=O)c1cc(Br)ccc1O)NC1CCCCCC1
14. Cc1cccc(N2CCN(Cc3ccoc3)CC2)c1C
15. C[C@H](NC(=O)c1ccco1)C(=O)Nc1cccc([N+](=O)[O-])c1
16. Cc1cc(C)nc(NNC2=CC(=[N+]3CCCC3)CCC2)n1

assay / compound	9	10	11	12	13	14	15	16
DT40 TDP1 CPT	-3%	4%	6%	20%	4%	?	2%	-21%
GCN5L2 inh	-1%	·	-6%	-4%	-9%	0%	-3%	-11%
TDP1 cell noCPT	-7%	-8%	-30%	-2%	-4%	?	1%	?

17. COc1ccc(S(=O)(=O)N2CCN(CC(=O)NC3CC3)CC2)cc1
18. OCCC1CN(CC(c2ccccc2)c2ccccc2)CCN1C1CCCC1 (stereo unspecified)
19. O=C1NC(=Nc2ccc(O)cc2)S/C1=C/c1ccco1
20. O=C(Nc1ccc2c(c1)OCCO2)C(c1ccnc2ccccc12)n1c(=O)c(-c2ccco2)nc2ccccc21 (stereo unspecified)
21. CCOC(=O)C1CCCN(C(=O)c2ccc(C)c(S(=O)(=O)N3CCCCC3)c2)C1 (stereo unspecified)
22. Cc1nc(C)c(C(=O)OCC(=O)Nc2ccc(C)c(C)c2)s1
23. CN/C(=C/[N+](=O)[O-])NCCSCc1csc(CN(C)C)n1
24. Cc1ccc(NC(=S)NCC(O)c2ccccc2)c(C)c1 (stereo unspecified)

assay / compound	17	18	19	20	21	22	23	24
DT40 TDP1 CPT	0%	?	?	7.3µM*	?	-17%	-13%	?
GCN5L2 inh	-4%	0%	-4%	·	0%	·	·	-3%
TDP1 cell noCPT	-10%	18µM*	18µM*	15µM*	?	?	0%	-9%

25. O=C(Nc1ccc2c(c1)OCO2)c1cccc(F)c1
26. O=C(C1CC1)N1CCc2cc(Br)cc(S(=O)(=O)N3CCCCCC3)c21
27. COc1ccc(-n2c(Cn3c(=O)sc4ccccc43)nnc2SCC(=O)N2CCCC2)cc1
28. Fc1ccccc1COc1ccc(/C=N/NC(=S)NCc2ccccc2)cc1
29. COc1ccc(-n2c(SCc3ccc([N+](=O)[O-])cc3)nnc2-c2ccc(C)cc2)cc1
30. Cn1c(-n2cccc2)c(-c2c(-c3ccccc3)[nH]c3c2c(=O)[nH]c(=O)n3C)c(=O)[nH]c1=O
31. COCCCN1C(=O)C(CC(=O)NC2CCCCC2)CC(C(=O)N(C(C)C)C(C)C)=C1C (stereo unspecified)
32. COc1ccc(CCNC(=O)Cn2cc(C(F)(F)F)cc(Cl)c2=O)cc1

assay / compound	25	26	27	28	29	30	31	32
DT40 TDP1 CPT	-9%	?	-21%	12µM*	?	?	-9%	-9%
GCN5L2 inh	·	2%	-9%	-5%	4%	-17%	·	1%
TDP1 cell noCPT	-14%	21µM*	-10%	13µM*	?	?	2%	-24%

33. c1ccc(-c2nnsc2-c2ccccc2)cc1
34. CCCn1c(C)cc(C(=O)COC(=O)c2cc(S(=O)(=O)NCC(C)C)c(Cl)cc2Cl)c1C
35. CC(=O)N1CCN(c2ccc(S(C)(=O)=O)cc2[N+](=O)[O-])CC1
36. CC(=O)N1N=C(c2ccco2)CC1c1ccc(C)cc1 (stereo unspecified)
37. COc1cc(C(=O)N2CCN(C(=O)C3CCCO3)CC2)cc(OC)c1OC (stereo unspecified)
38. COc1cc(Br)cc2cc(C(=O)N3CCN(C(=O)c4ccco4)CC3)c(=O)oc12
39. O=C(c1csnn1)N1CCC2(CC1)CCN(c1ccncc1)CC2
40. COc1cc(F)ccc1-c1csc(C(NC(C)=O)c2ccc(F)c(F)c2)n1 (stereo unspecified)

assay / compound	33	34	35	36	37	38	39	40
DT40 TDP1 CPT	-3%	?	16%	9%	4%	3%	?	?
GCN5L2 inh	-1%	0%	-13%	1%	-3%	-29%	-2%	·
TDP1 cell noCPT	20%	15µM*	6%	?	2%	-13%	?	?

# Taken from above.
# Reading of cpd 39 under GCN5L2 inh: -2%
# Reading of cpd 36 under DT40 TDP1 CPT: 9%
# Reading of cpd 38 under DT40 TDP1 CPT: 3%
# Reading of cpd 35 under TDP1 cell noCPT: 6%
# Reading of cpd 37 under TDP1 cell noCPT: 2%
# Reading of cpd 34 under TDP1 cell noCPT: 15µM*

# The list continues.
41. CC(C)C[C@@H](COCc1ccc(F)cc1)N1CCN(C(=O)c2cccc(C(F)(F)F)c2)CCC1=O
42. Cc1cc(C)c(C#N)c(Nc2ccc3c(c2)OCCO3)n1
43. OC[C@@H]1CN(Cc2ccccc2)C[C@H](n2cnc3c(N4CCCC4)ncnc32)O1
44. CC1CCc2cc(F)ccc2N1C(=O)CSc1nnc2c3ccccc3n(C)c2n1 (stereo unspecified)
45. COc1ccc(N/C=C(\C=C\C#N)S(=O)(=O)c2ccccc2)cc1
46. CCOC(=O)c1c(-c2ccccc2)csc1NC(=O)c1cc(-c2ccccc2OC)on1
47. Cc1ccc(CCNC(=O)C2CCN(S(=O)(=O)c3ccc4c(c3)oc(=O)n4C)CC2)cc1
48. COc1ccc(-c2nc(SC(CC(=O)NCc3ccccc3)c3ccc(OC)c(OC)c3)n[nH]2)cc1 (stereo unspecified)

assay / compound	41	42	43	44	45	46	47	48
DT40 TDP1 CPT	?	7%	-26%	18µM*	9%	?	-22%	-15%
GCN5L2 inh	·	-13%	·	-6%	0%	·	1%	4%
TDP1 cell noCPT	?	?	-26%	21µM*	6%	?	21%	-16%

49. CC1(C)Oc2cc3oc(C(=O)O)cc(=O)c3cc2-c2ccccc21
50. COc1ccccc1N1CCN(C(=O)c2oc3ccccc3c2NC(=O)C(C)Oc2ccccc2)CC1 (stereo unspecified)
51. COc1ccc(NCC(=O)Nc2c(C)cccc2C)cc1S(=O)(=O)N1CCOCC1
52. CC1CCc2nn(CC(=O)NCc3ccc4c(c3)OCO4)cc2C1 (stereo unspecified)
53. COc1cc2c(C)nc3onc(-c4ccccc4)c3c2cc1OC
54. CC1(C(=O)NCc2ccccc2Br)CCN1Cc1c(F)cccc1F (stereo unspecified)
55. O=C(CSc1ccc2nnc(-c3cccnc3)n2n1)Nc1ccccc1C(F)(F)F
56. Cc1ccc(C)c(S(=O)(=O)N2CCCCC2CCNC(=O)C(=O)NCCc2ccco2)c1 (stereo unspecified)

assay / compound	49	50	51	52	53	54	55	56
DT40 TDP1 CPT	6%	?	-15%	-17%	?	?	-30%	?
GCN5L2 inh	·	7%	·	1%	-5%	·	-14%	-1%
TDP1 cell noCPT	5%	16µM*	-26%	-16%	?	?	-7%	?

57. CCCNC(=O)C1CCN(S(=O)(=O)c2ccc3c(c2)OCCO3)CC1
58. C=CCn1c(C)cc(C(=O)COC(=O)CNC(=O)c2ccccc2)c1C
59. CC1(C)CC(=O)C2=C(C1)N=C1SCCC(=O)N1C2c1ccccc1 (stereo unspecified)
60. O=c1[nH]c(C2CCN(S(=O)(=O)c3ccc([N+](=O)[O-])cc3)CC2)nc2c1nnn2Cc1ccccc1
61. O=C(NCc1ccncc1)C1CCN(S(=O)(=O)c2ccc(F)cc2)CC1
62. O=C(COC(=O)c1cccs1)Nc1ccc(F)c(F)c1
63. COc1ccc(CN(CC2CCC(C(=O)O)CC2)C(=S)Nc2ccc(C)c(Cl)c2)cc1 (stereo unspecified)
64. CCn1cc(C(=O)NC(C)C23CC4CC(CC(C4)C2)C3)cn1 (stereo unspecified)

assay / compound	57	58	59	60	61	62	63	64
DT40 TDP1 CPT	-5%	-15%	-17%	?	10%	-2%	8%	?
GCN5L2 inh	-3%	2%	-14%	-7%	-6%	-3%	-3%	-5%
TDP1 cell noCPT	3%	-25%	?	?	-14%	5%	-5%	-26%

# Complete entries as entered above:
# O=C(COC(=O)c1cccs1)Nc1ccc(F)c(F)c1 as listed: DT40 TDP1 CPT: -2%; GCN5L2 inh: -3%; TDP1 cell noCPT: 5%
# CCCNC(=O)C1CCN(S(=O)(=O)c2ccc3c(c2)OCCO3)CC1 as listed: DT40 TDP1 CPT: -5%; GCN5L2 inh: -3%; TDP1 cell noCPT: 3%
# CC1(C)CC(=O)C2=C(C1)N=C1SCCC(=O)N1C2c1ccccc1 (stereo unspecified) as listed: DT40 TDP1 CPT: -17%; GCN5L2 inh: -14%; TDP1 cell noCPT: ?

# Carrying on:
65. Cc1ccc2c(c1)N(C(=O)N1CCC(C(=O)NCCc3ccccc3)CC1)CC(C)O2 (stereo unspecified)
66. COC(=O)[C@]1(Cc2ccccc2)N[C@H](CN(C)C(=O)NC(C)C)[C@@H]2C(=O)N(Cc3ccccc3)C(=O)[C@@H]21
67. COc1ccc(NC(=O)c2cc3nc(-c4ccccc4)cc(-c4ccccc4)n3n2)c(OC)c1
68. CCCNC(=O)C1(C)CCN(CCS(=O)(=O)c2ccc(C)cc2)C1 (stereo unspecified)
69. O=C(Cn1nnc(-c2cc(Cl)ccc2-n2cnnn2)n1)N1CCCc2ccccc21
70. O=C(CSc1nc2ccccc2c(=O)n1CCCN1CCOCC1)NC12CC3CC(CC(C3)C1)C2
71. COc1ccc(S(=O)(=O)NC2CC2)cc1Br
72. O=C1c2ccccc2NC(c2cc(Br)c3c(c2)OCO3)N1Cc1ccco1 (stereo unspecified)

assay / compound	65	66	67	68	69	70	71	72
DT40 TDP1 CPT	?	-11%	11µM*	-16%	?	?	2%	?
GCN5L2 inh	-4%	0%	-7%	·	-9%	-6%	-3%	·
TDP1 cell noCPT	?	-14%	10µM*	-21%	21µM*	?	1%	18µM*

73. CC(Sc1ccccc1)C(=O)NCC1COc2ccccc2O1 (stereo unspecified)
74. O=C(NCCN1CCOCC1)C1CCC(CNS(=O)(=O)c2ccccc2)CC1 (stereo unspecified)
75. CC(=O)Nc1cccc(-c2cn3ccc(C)cc3n2)c1
76. CC1(C)Cc2c(cnn2-c2ccc(F)cc2)C(NC(=O)C2=CC(=O)CC(C)(C)O2)C1 (stereo unspecified)
77. CN(C)C(CNC(=S)Nc1ccc(Cl)cc1)c1cccnc1 (stereo unspecified)
78. COc1ccc(NS(=O)(=O)c2ccc3[nH]c4c(c3c2)CCCC4)cc1Cl
79. COC(=O)C1=C(C)Nc2c(c(=O)n(C)c(=O)n2C)C1c1cccs1 (stereo unspecified)
80. CN(C)N=Nc1nc2c(c(=O)n(C)c(=O)n2C)n1CC1CO1 (stereo unspecified)
81. CCOC(=O)c1[nH]c2ccc(OC)cc2c1NC(=S)N1CCN(C(=O)OCC)CC1

assay / compound	73	74	75	76	77	78	79	80	81
DT40 TDP1 CPT	-6%	2%	-16%	?	-8%	?	0%	3.7µM*	3%
GCN5L2 inh	-5%	-5%	-5%	·	-3%	-9%	-1%	-3%	-2%
TDP1 cell noCPT	-13%	-5%	-8%	?	-15%	?	-25%	15µM*	-4%

# Compounds were not picked by outcome; 18% or so of the library scored in one or more.
